# TEAD-YAP inh: TEAD-YAP interaction inhibition; 640,000 compounds, 1.4% hits; HEK-TIYL cells, TEAD-Gal4/YAP UAS-luciferase luminescence; AID 1259422; inhibition, % at 9.12 µM; in the data active = inhibition above about 32%;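 note: 0% = median of test compound wells and 100% = reference inhibitor wells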
# GPR151 activ: human GPR151 activation; PathHunter beta-arrestin GPR151 cells, luminescence; activation, % at 11.2 µM; 650,000 compounds, 1% hits; AID 1508602; in the data active = activation above about 4.9%;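 note: 0% = median of compound wells and 100% = cells with positive control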
# Target sequence (Q8TDV0 whole entry, looked up): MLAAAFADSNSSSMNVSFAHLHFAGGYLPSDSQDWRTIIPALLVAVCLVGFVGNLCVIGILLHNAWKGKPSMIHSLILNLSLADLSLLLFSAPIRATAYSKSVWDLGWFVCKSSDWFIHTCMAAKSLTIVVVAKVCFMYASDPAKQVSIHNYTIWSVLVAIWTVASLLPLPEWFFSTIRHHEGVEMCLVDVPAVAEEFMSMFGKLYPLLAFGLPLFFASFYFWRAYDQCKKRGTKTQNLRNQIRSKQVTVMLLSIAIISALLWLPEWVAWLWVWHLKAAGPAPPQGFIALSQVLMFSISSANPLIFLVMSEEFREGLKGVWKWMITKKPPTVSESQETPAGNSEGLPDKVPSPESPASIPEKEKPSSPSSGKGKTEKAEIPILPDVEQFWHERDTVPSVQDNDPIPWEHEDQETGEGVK
# MITF primary: inhibitors of human MITF. AlphaScreen MITF homodimerization, bead proximity signal. inhibition, % at 2.6 µM. 650,000 compounds, 0.91% hits. AID 1259374; in the data active = inhibition above about 50%;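 note: 0% = vehicle wells with protein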
# Target sequence (O75030 whole entry, looked up): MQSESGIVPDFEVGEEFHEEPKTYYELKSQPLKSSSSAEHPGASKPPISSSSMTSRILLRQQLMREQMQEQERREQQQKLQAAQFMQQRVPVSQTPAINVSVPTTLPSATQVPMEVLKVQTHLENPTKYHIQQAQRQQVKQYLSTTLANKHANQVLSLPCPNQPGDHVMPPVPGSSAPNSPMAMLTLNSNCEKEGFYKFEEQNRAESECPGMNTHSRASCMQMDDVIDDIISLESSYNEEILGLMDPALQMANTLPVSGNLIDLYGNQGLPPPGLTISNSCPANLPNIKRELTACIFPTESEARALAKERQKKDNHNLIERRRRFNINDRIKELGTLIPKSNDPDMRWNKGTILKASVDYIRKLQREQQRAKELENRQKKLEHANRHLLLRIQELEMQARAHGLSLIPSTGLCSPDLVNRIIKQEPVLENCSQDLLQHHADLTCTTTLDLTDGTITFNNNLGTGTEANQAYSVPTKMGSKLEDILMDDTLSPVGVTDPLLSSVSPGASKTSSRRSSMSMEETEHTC
# FBW7 act: human FBW7 E3 ligase activation, primary screen; normalized activity (activation), % at 26.1 µM; Q969H0; AlphaScreen FBW7–phospho-cyclin E peptide binding, activator screen; AID 1259310; 650,000 compounds, 0.13% hits; in the data active = normalized activity above about 1.9%;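 note: purified mutant Fbw7 with reduced substrate affinity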
# Active calls of the source: *; . = no result given; & = joins results of further samples; ! = repeats disagree. The list is partial (hit frequency here may not be typical).
SMILES,TEAD-YAP inh,GPR151 activ,MITF primary,FBW7 act
COc1ccc(C(=O)Cn2c(NCCCl)nc3ccccc32)cc1,-5.2,-0.8,1.3,0.3
CCSc1nnc(CCNC2CCCCC2)n1C,-5.6,-0.1,6.9,0.1
O=C(COc1ccc(Br)cc1)Nc1ccc(Cl)cc1C(=O)c1ccccc1,0.5,0.1,11.2,0.1
Clc1ccc(CO/N=C(\Cn2ccnc2)c2ccc(Cl)cc2Cl)c(Cl)c1,6.4&-12.0,1.6&0.5&-1.0,8.4&4.0&4.8,0.1&0.7&0.0
CN(C)C(=O)Oc1ccc2c(-c3cc4ccccc4oc3=O)cc(=O)oc2c1,-2.2,-1.3,-8.6,0.1
C[C@]12CCC(=O)C=C1C=CC1C2CC[C@@]2(C)C1CC[C@@]2(O)CCC(=O)O (some centres undefined),-12.4,2.0&-0.7,-3.9&2.2,0.7&-0.1
O=c1ssc(Cl)c1Cl,-0.8,-0.9,10.6,0.1
CCSc1nc2ccccc2c(=O)n1-c1ccccc1OC,-1.1,-0.4,14.3,0.1
O=C(CCN1CCCCC1)Nc1ccc(Br)cc1C(=O)c1ccccc1,-6.7,0.5,1.1,-0.1
CCN1CCN(c2c(Cl)cccc2NC(=O)C(Cl)(Cl)Cl)CC1,-10.0,-0.3,-11.2,-0.2
O=C(O)C1CN2CCC1CC2 (centres undefined),8.3,0.7,14.8,0.0
O=c1c2ccccc2nc(/C=C/c2ccc([N+](=O)[O-])o2)n1-c1ccccc1O,11.7,0.5,18.9,0.0
CCCC1=C(C(=O)OC)C2(C(=O)Nc3ccccc32)C(C(=O)OCC)=C(N)O1 (centres undefined),11.0,2.1,12.0,0.0
COCCOC(=O)C1=C(C)OC(N)=C(C#N)C12C(=O)N(C)c1ccccc12 (centres undefined),5.1,-0.3,-0.1,-0.1
COC(=O)CCCC(=O)N1CC2CC(C1)c1cccc(=O)n1C2 (centres undefined),-2.5,1.0,13.7,0.5
CN1C(=O)C(C(=O)O)C2CC1Oc1ccccc12 (centres undefined),-7.9,1.7,-9.7,0.0
O=C1/C(=C/c2cc([N+](=O)[O-])ccc2Cl)N2CCC1CC2,-7.3,-0.7,-3.9,0.1
O=P1(N2CCOCC2)C=C(c2ccccc2)c2cc(Cl)ccc2O1 (centres undefined),-1.2,3.3,-20.1,0.0
CC(C)Cc1nc2ccccc2c(=O)n1-c1ccccc1,10.1,-0.3,0.5,0.2
CC(C)(C)c1ccc2c(c1)OP(=O)(O)C=C2c1ccccc1,-3.1,0.3,14.9,-0.1
N#Cc1cc2ccc(O)cc2oc1=O,0.3,-6.6,17.4,0.1
OC(c1ccccc1)(c1ccccc1)C1CN2CCC1CC2 (centres undefined),6.6,-1.0,7.2,0.9
CCOC(=O)C1SC2(C(F)F)CC1(O)c1c(c(OC)c3occc3c1OC)O2 (centres undefined),6.8,1.6,5.0,0.0
CN1CCC2(CC1)CC(=O)c1cc(Cl)ccc1O2,-13.9,-0.4,-0.7,0.0
c1ccc2c(c1)Nc1ccccc1S2,-21.2,-0.9,7.8,-0.1
O=C1C=C2C=C[C@H]3C[C@]2(O1)[C@@H]1CCCCN13,-2.8&-8.2&-7.6,9.6*!,23.0&-4.3&10.9,0.0&0.1&0.0
O=C1C(Cl)=C(N2CCOCC2)C(=O)c2ccccc21,-5.8,-1.3,-8.7,0.2
COC(=O)C(NC(=O)CNC(=O)C(C)NC(=O)C(N)Cc1ccc(O)cc1)C(C)C (centres undefined),-4.2,0.7,7.5,-0.3
Cc1n[nH]c(C)c1Nc1cnn(C23CC4CC(CC(C4)C2C(=O)O)C3)c(=O)c1Cl (centres undefined),-5.7,-1.1,-0.5,0.0
COC(=O)C1C2c3ccccc3OC1(C)N=c1s/c(=C\c3ccc(O)cc3)c(=O)n12 (centres undefined),4.3,-1.7,-2.3,-0.1
COC(=O)C(CC(C)C)NC(=O)CNC(=O)C(C)NC(=O)C(N)Cc1ccc(O)cc1 (centres undefined),3.6,-0.2,-2.4,-0.1
C=CCN1C(=O)/C(=C/c2ccco2)C(=O)NC1=S,7.9,-0.7,77.3*,-1.4
O=C(Nc1cccc(Br)c1)c1c(O)c2c(n(Cc3ccccc3)c1=O)CCCC2,-3.4,-0.3,11.2,0.4
CC(C)c1ccccc1OCC(=O)Nc1ccc(Cl)cc1C(=O)c1ccccc1,4.1,-0.7,1.6,0.0
CC12CN(CO)CC(C)(CN(CC(N)=O)C1)C2=O,5.7,1.0,7.2,0.1
O=C(Nc1ccc(F)cc1)OC1CN2CCC1CC2 (centres undefined),-12.1,3.3,4.6,0.0
O=C1Nc2ccccc2/C1=C/c1nc2ccccc2c(=O)n1-c1ccc(O)cc1,5.8,0.2,-3.9,-0.9
COCC(C)NC(=O)c1c(COc2ccc(C)cc2)n(Cc2ccccn2)c(C)cc1=O (centres undefined),9.3,4.6,5.7,-0.1
CNC(C)(C)Cc1ccccc1,6.6,-3.3&0.0,7.2&-9.7,0.1&-0.2
Oc1ccc2c3c1O[C@H]1c4oc5ccccc5c4C[C@@]4(O)C(C2)N(CC2CC2)CCC314 (some centres undefined),-3.5,-1.4,-15.3,0.0
CCCCn1c(=O)c(C(=O)Nc2nc(CC(=O)OCC)cs2)c(O)c2ccccc21,-9.8,-0.2,27.3,0.1
CCS(=O)(=O)Nc1cccc(N2CCC(NC(C)Cc3cncs3)CC2)c1 (centres undefined),2.6,2.0,7.3,0.0
COc1ccccc1/C=C1\C(=O)C2CCN1CC2,0.7,-0.1,-1.2,-0.1
CN(CCc1ccccc1)Cc1ccc([N+](=O)[O-])cc1,-5.2,-0.4,15.9,0.1
NCC1(c2ccc3c(c2)OCCO3)CCCC1,11.3,0.4,18.1,0.5
Cc1cc(-n2c(/C=C/c3cccc(F)c3)nc3ccccc3c2=O)ccc1Br,3.7,1.1,-6.1,-0.1
Cc1cc(NC(=O)CN2CC=C(c3ccc(C)o3)CC2)no1,-3.4,0.2,-7.3,-0.1
CC(Cc1ccccc1)N1Cc2ccccc2C1 (centres undefined),-1.1,0.3,3.4,-0.1
COc1cc(CN(C)CCc2ccccc2)c([N+](=O)[O-])cc1OC,3.5,1.4,40.8,0.0
Clc1cccc(CN2CCN(Cc3cccc(Br)c3)CC2)c1,10.0,0.2,49.5,-0.1
O=C(NC(O)C(Cl)(Cl)Cl)c1ccco1 (centres undefined),3.4,1.2,14.7,0.1
CN1CCN(c2ccc(N)cc2C(N)=O)CC1,8.5,-1.1,0.8,0.2
O=c1c2ccccc2nc(/C=C/c2ccccc2F)n1-c1ccc(F)c(Cl)c1,5.7,0.4,6.2,0.3
O=C1NN(c2ccccc2)C(=O)/C1=C/c1ccc(N(CCCl)CCCl)cc1,5.9,0.9,12.2,0.1
O=C1NC(=O)C(CCc2ccncc2)(CCc2ccncc2)C(=O)N1C1CCCCC1,5.8,0.7,13.5,-0.1
COc1ccc(N2CCN(Cc3cccc(OC)c3)CC2)cc1,4.9,1.4,34.4,-0.4
COc1ccc(/C=C2\C(=O)NC(=O)N(c3ccccc3)C2=O)cc1,2.2,-1.3,-5.8,-0.1
Cc1nc2n3ncc4ccccc4c3n[n+]2c(C)c1C,16.0,-1.1,7.8,0.6
CCOC(=O)C1=C(C)OC(N)=C(C(=O)OC)C12C(=O)N(CC(=O)OC)c1ccccc12 (centres undefined),5.9,-0.6,9.9,0.2
COc1ccc(Br)cc1CN1CCN(CCO)CC1,20.0,-0.3,11.7,0.5

# 13 of the compounds above, with values under each structure.
# The line under a structure holds: TEAD-YAP inh, GPR151 activ, MITF primary, FBW7 act
CC(Cc1ccccc1)N1Cc2ccccc2C1 (centres undefined)
    -1.1, 0.3, 3.4, -0.1
COc1cc(CN(C)CCc2ccccc2)c([N+](=O)[O-])cc1OC
    3.5, 1.4, 40.8, 0.0
Clc1cccc(CN2CCN(Cc3cccc(Br)c3)CC2)c1
    10.0, 0.2, 49.5, -0.1
O=C(NC(O)C(Cl)(Cl)Cl)c1ccco1 (centres undefined)
    3.4, 1.2, 14.7, 0.1
CN1CCN(c2ccc(N)cc2C(N)=O)CC1
    8.5, -1.1, 0.8, 0.2
O=c1c2ccccc2nc(/C=C/c2ccccc2F)n1-c1ccc(F)c(Cl)c1
    5.7, 0.4, 6.2, 0.3
O=C1NN(c2ccccc2)C(=O)/C1=C/c1ccc(N(CCCl)CCCl)cc1
    5.9, 0.9, 12.2, 0.1
O=C1NC(=O)C(CCc2ccncc2)(CCc2ccncc2)C(=O)N1C1CCCCC1
    5.8, 0.7, 13.5, -0.1
COc1ccc(N2CCN(Cc3cccc(OC)c3)CC2)cc1
    4.9, 1.4, 34.4, -0.4
COc1ccc(/C=C2\C(=O)NC(=O)N(c3ccccc3)C2=O)cc1
    2.2, -1.3, -5.8, -0.1
Cc1nc2n3ncc4ccccc4c3n[n+]2c(C)c1C
    16.0, -1.1, 7.8, 0.6
CCOC(=O)C1=C(C)OC(N)=C(C(=O)OC)C12C(=O)N(CC(=O)OC)c1ccccc12 (centres undefined)
    5.9, -0.6, 9.9, 0.2
COc1ccc(Br)cc1CN1CCN(CCO)CC1
    20.0, -0.3, 11.7, 0.5

# The list continues:
SMILES,TEAD-YAP inh,GPR151 activ,MITF primary,FBW7 act
c1ccc2c(c1)CC(CN1CCCCC1)O2 (centres undefined),2.9,0.3,17.6,1.7
COc1ccc(CN2C(=O)CC(=O)NC2=O)cc1,-9.1,-0.6,23.4,0.0
Nc1ccncc1,-3.9&6.5,-0.4&-0.9&-1.2,2.5&-12.5&3.0,0.1&-0.1&0.0
CCOc1ccc(CC2C(=O)NC(=O)N(c3ccc(CC)cc3)C2=O)cc1 (centres undefined),-10.4,0.7,13.0,0.5
Cn1c(O)c(C=NCCN2CCN(C(=O)Nc3ccccc3)CC2)c(=O)n(C)c1=O,10.2,-0.2,8.5,0.2
Clc1ccc(NC2=NCCS2)cc1Cl,2.9,2.1,-21.4,0.0
Cc1ccc(NC(=O)CN2C(=O)CN=C(c3ccccc3)c3ccccc32)cc1F,12.8,0.1,10.3,0.2
O=[N+]([O-])c1ccccc1N1CCNCC1,0.4,-1.1,4.4,0.1
O.O.O.O.O.O=C1OC2(c3cc(Br)c(O)cc3Oc3c2cc(Br)c(O)[c]3[Hg])c2ccccc21.O=C1OC2(c3cc(Br)c(O)cc3Oc3c2cc(Br)c(O)[c]3[Hg])c2ccccc21.[Na+].[Na+] (centres undefined),.,-1.8,15.1,-0.3
O=c1[nH]c2ccc(Br)cc2c(=O)n1-c1ccccc1,19.1,1.2,2.2,-0.1
COc1ccccc1CN1CCN(Cc2cccc(Cl)c2)CC1,-7.7,0.6,69.1*,-0.1
CCOc1ccccc1CNCCc1ccc2c(c1)OCO2,-0.6,-0.3,4.9,0.0
C#CCOc1c(I)cc(/C=C/[N+](=O)[O-])cc1OC,-14.5,-1.7,15.4,0.8
O=[N+]([O-])c1ccc(NC2CCC(O)CC2)c2ccncc12 (centres undefined),7.4,3.2,7.6,-0.2
Cc1ccn2c(CNC(C)Cc3ncccc3C)c(C(=O)N3CCCCCC3)nc2c1 (centres undefined),-0.8,-1.1,11.1,0.1
c1ccc2c(c1)nc(C1CCCO1)n2C1CCN(Cc2ccc3nccnc3c2)CC1 (centres undefined),8.9,0.0,4.4,0.0
CCN(CC)c1ccc(/C=C\[N+](=O)[O-])c(C)c1,7.0,6.7*,-9.6,0.2
CN1C(=O)NC(=O)/C(=C\c2ccc([N+](=O)[O-])s2)C1=O,4.5,0.3,10.0,-0.5
N#CC1=C(N)Oc2c(c(=O)oc3ccccc23)C1c1cccc(F)c1 (centres undefined),0.2,-1.2,-9.7,0.0
CCOc1ccccc1CN(CCc1ccc2c(c1)OCO2)Cc1ccc(F)c(F)c1,0.5,-0.1,18.7,-0.1
CCOC(=O)C1=C(C)OC(N)=C(C#N)C12C(=O)Nc1ccc(Br)cc12 (centres undefined),0.0,0.7,3.8,-0.1
COc1cccc(/C=C/c2nc3ccccc3c(=O)n2-c2ccc(OC)c(Cl)c2)c1,-4.8,-0.1,-2.7,0.0
Cc1c(C(=O)OCCN(C)C)oc2ccccc12,1.4,1.2,16.9,1.3
CCC1(c2ccccc2)C(=O)NC(=O)N(C(=O)c2cccc(Cl)c2)C1=O (centres undefined),1.2,-0.5,11.4,0.7
CC1C(c2ccc(F)cc2)=[N+]([O-])C(C)(C(=O)c2ccccc2)N1O (centres undefined),-4.3,1.2,11.8,0.0
N/C(=N\N=C\c1ccccc1O)N[N+](=O)[O-],3.5,-0.9,13.6,-0.5
COC(=O)c1ccc(N=C(c2ccccc2)c2c(O)n(C)c(=O)n(C)c2=O)cc1,-5.1,2.7,7.8,-0.2
c1ccc2c(c1)ncn2C1CCN(Cc2nnnn2C2CC2)CC1,2.9,4.2,6.6,0.4
CCN1CCN(C(=O)COc2cccc(C)c2C)CC1,-3.5,-0.6,-18.7,-0.1
Cc1cccc(-n2c(/C=C/c3ccc4c(c3)OCO4)nc3ccccc3c2=O)c1,9.0,-1.0,9.3,-0.1
Cc1ccc2c(=O)n(-c3cccc(Cl)c3)c(=O)[nH]c2c1,-1.6,1.6,-5.0,0.0
CC(C)OC(C(=O)O)(c1ccccc1)c1ccccc1,4.0,0.3,-3.5,-0.2
Cc1o[nH]c(=O)c1CC(N)C(=O)O (centres undefined),10.3,0.4&1.3&0.3,15.7&24.0&8.8,0.0&0.2&0.1
Cc1nc2cc(C(=O)N3CCC4(CC3)OCCO4)ccc2n1-c1cccc(F)c1,9.9,-0.2,11.1,0.5
COc1cc2c(cc1OC)C13CCN4CC5=CCOC6CC(=O)N2C1C6C5CC43 (centres undefined),-1.0,1.1,13.4,0.4
Cc1cc(O)ccc1Cl,2.9,1.3,-10.0,0.1

# Screens from PubChem BioAssay.
